# Screening data as filed in PubChem.
# JMJD2A Tudor: qHTS Assay for Inhibitors of JMJD2A-Tudor Domain; AID 504339, 2011; Lysine-specific demethylase 4A (Homo sapiens), O75164; 390,000 compounds, 4.4% hits; AlphaScreen JMJD2A-Tudor / H3K4me3 peptide binding; Potency, µM (titrated, usually from 114 µM), for inactives: at the top dose activity change, negative = inhibition, hits mostly inhibitors; further: potency means the concentration at half of the fitted maximal effect; on the % scale 0 is the no-effect control and ±100 the full control effect; nearly all actives have a fitted effect of over 50% in size
# RGS4 inhibitor: Inhibitors of Regulator of G Protein Signaling (RGS) 4: qHTS. 390,000 compounds, 0.039% hits. Transcreener GDP fluorescence polarization, RGS4-accelerated GTP hydrolysis. Potency, µM (doses to about 114 µM), without a hit: at the top dose activity change, negative = inhibition, most hits filed as inhibitors; further: potency means the concentration at half of the fitted maximal effect; on the % scale 0 is the no-effect control and ±100 the full control effect; nearly all actives have a fitted effect of over 75% in size; some results filed as inactive show a strong effect at the top dose
#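 MLSMR compounds (23 nl, pin-transferred) preincubated 10 min at room temperature with a 500nM (2x) first reagent, then RGS4 at 900nM (2x) plus Transcreener GDP mix added; fluorescence polarization (620/688 nm) read before and after 90 min at 30 °C.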
# ERG Ets-DNA blk: qHTS for Small Molecule Inhibitors of the ERG Ets/DNA interaction. Potency, µM (highest dose often 76.9 µM), inactives show at the top dose FP activity, negative = inhibition, hits mostly inhibitors. fluorescence polarization, His-ERG Ets domain / labelled DNA. 370,000 compounds, 0.028% hits. Transcriptional regulator ERG (Homo sapiens), P11308; active means well fitted inhibition curve with a large enough effect in the polarisation, with a control signal flat; inconclusive means small, poorly fitted or top-dose-only effect, or effect the other way, or a change in a side signal; inactive means no such curve, though single readings can be large or run the other way; the % refers to the polarisation;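 further: polarization taken with two DNA probes labelled with fluorescein and Texas red; potency means the concentration at half of the fitted maximal effect; % of control where 0% means no effect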
#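 His-tagged ERG Ets domain (1 uM in the protein solution; 300mM KCl, 50mM Tris-HCl, 1mM EDTA, 1mM DTT, pH 7.5) received compound, then a probe mix of 5 nM fluorescein-DNA and 100nM Texas-615-DNA. Fluorescence polarization was read for both dyes.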
# BAZ2B block: qHTS Assay for Inhibitors of BAZ2B; AlphaScreen BAZ2B-H3K14Ac peptide displacement; Potency, µM (highest dose often 114 µM), without a hit: at the top dose activity change, negative = inhibition, usual class: inhibitors; 360,000 compounds, 4.4% hits; AID 504333, 2011; further: potency means the concentration at half of the fitted maximal effect; on the % scale 0 is the no-effect control and ±100 the full control effect; nearly all actives have a fitted effect of over 60% in size
# Target sequence (Q9UIF8 whole entry, looked up): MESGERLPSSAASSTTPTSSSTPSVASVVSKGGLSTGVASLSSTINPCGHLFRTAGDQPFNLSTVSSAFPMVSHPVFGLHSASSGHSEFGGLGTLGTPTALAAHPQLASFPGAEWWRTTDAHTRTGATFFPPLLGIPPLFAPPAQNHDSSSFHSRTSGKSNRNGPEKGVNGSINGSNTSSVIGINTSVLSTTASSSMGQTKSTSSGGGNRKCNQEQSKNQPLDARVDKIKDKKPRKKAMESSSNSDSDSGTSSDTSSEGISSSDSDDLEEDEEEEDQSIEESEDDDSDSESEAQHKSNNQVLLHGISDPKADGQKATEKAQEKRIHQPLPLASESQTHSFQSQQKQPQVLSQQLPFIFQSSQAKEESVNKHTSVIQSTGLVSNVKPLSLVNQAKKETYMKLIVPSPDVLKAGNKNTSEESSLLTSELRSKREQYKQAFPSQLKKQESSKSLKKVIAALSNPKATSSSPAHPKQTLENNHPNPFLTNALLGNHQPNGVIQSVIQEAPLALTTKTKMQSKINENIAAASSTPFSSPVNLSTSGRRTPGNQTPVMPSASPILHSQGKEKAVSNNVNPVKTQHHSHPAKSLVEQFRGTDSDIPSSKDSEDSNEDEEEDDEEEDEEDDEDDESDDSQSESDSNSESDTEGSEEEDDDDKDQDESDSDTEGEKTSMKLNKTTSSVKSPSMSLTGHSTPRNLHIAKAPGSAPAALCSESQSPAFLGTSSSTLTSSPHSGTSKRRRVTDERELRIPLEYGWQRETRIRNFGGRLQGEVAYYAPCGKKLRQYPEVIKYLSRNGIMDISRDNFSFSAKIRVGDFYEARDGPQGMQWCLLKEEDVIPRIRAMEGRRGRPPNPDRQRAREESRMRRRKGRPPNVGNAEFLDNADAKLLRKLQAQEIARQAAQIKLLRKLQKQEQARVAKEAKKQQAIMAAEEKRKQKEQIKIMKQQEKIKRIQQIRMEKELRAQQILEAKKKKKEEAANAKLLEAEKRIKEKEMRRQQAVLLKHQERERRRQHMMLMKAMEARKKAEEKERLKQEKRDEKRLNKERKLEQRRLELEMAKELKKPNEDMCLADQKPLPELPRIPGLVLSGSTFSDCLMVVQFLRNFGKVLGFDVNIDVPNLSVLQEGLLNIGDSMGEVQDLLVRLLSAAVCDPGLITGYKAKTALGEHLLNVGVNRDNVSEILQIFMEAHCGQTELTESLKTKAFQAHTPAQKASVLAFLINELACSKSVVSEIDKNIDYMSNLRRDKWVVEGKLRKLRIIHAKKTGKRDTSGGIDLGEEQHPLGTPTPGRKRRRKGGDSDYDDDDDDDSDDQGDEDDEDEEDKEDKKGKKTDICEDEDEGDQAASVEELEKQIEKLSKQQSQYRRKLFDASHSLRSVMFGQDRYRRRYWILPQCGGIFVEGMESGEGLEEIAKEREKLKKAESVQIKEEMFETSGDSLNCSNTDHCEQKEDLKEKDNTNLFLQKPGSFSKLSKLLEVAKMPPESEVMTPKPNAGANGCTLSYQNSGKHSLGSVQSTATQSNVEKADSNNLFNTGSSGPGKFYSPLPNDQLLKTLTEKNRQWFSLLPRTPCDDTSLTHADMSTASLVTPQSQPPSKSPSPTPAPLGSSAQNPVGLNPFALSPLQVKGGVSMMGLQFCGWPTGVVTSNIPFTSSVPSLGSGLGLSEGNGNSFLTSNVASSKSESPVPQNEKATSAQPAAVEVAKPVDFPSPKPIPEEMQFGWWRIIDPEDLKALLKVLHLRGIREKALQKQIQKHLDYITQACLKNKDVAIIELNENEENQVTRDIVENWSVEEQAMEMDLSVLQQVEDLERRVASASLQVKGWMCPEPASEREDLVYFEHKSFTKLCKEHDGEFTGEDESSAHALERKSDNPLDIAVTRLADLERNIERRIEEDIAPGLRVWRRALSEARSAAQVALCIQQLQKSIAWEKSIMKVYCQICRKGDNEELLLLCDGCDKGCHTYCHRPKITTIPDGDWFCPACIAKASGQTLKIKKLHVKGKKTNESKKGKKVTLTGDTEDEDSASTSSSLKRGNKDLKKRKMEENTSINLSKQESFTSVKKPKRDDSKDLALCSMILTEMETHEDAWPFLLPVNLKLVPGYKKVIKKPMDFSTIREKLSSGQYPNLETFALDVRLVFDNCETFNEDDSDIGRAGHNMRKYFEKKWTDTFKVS
#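 AlphaScreen displacement: compounds (up to 110uM) incubated 30 min at room temperature with a preformed 50 nM BAZ2B/50 nM biotinylated H3K14Ac peptide complex in PBS pH 7.4 with Tween-20. Donor and acceptor beads at 10 ug/mL final added, 20 min light-protected before reading.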
# G9a block: qHTS Assay for Inhibitors of Histone Lysine Methyltransferase G9a | 350,000 compounds, 8.8% hits | Histone-lysine N-methyltransferase EHMT2 (Homo sapiens), Q96KQ7 | Potency, µM (top dose mostly 102 µM), without a hit: top-dose activity, negative = inhibition, most hits filed as inhibitors | G9a H3K9 monomethylation, AlphaScreen, 2 h; further: potency means the concentration at half of the fitted maximal effect; on the % scale 0 is the no-effect control and ±100 the full control effect; nearly all actives have a fitted effect of over 75% in size
#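 Signal arises when biotinylated H3K9 peptide, once monomethylated, bridges streptavidin donor and antibody-captured acceptor beads. Enzyme at 20 nM was preincubated 15 min with test compounds; peptide 500 nM and SAM 20 uM then reacted for 2 h.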
# GLS inhibitor: qHTS for Inhibitors of Glutaminase (GLS); Glutaminase kidney isoform, mitochondrial (Homo sapiens), O94925; GLS enzymatic activity, qHTS titration; Potency, µM (doses to about 45.5 µM), for the others: at the top dose activity change, negative = inhibition, most hits filed as inhibitors; 410,000 compounds, 0.21% hits; AID 624170, 2012; further: potency means the concentration at half of the fitted maximal effect; on the % scale 0 is the no-effect control and ±100 the full control effect
#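 Assay buffer: 45 mM KH2PO4 pH 8.2, 0.02% Tween-20. hKGA acts on L-glutamine (1 mM solution added); product glutamate is reported by an oxidase/peroxidase Amplex Red coupling, with fluorescence taken at baseline and 30 min.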
# PI4K2A block: qHTS for small molecular inhibitors of PI4K2A; Phosphatidylinositol 4-kinase type 2-alpha (Homo sapiens), Q9BTU6; purified PI4K2A, ADP-Glo luminescence, 1 h; stronger effect = lower value; activity change, negative = inhibition, % at 76.9 µM; 420,000 compounds, 0.13% hits; AID 1346378, 2018; in the data active means activity change below about -50%; inconclusive means mostly about -30% to -49%;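 further: -100% = wells without enzyme as full effect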
#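 In this quantitative HTS, ADP production by PI4K2A was quantified luminescently after 1 h at ambient temperature; 100 microM adenosine served as plate-quality control.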
# ALOX12 inh: Primary qHTS assay for inhibitors of human arachidonate 12S-lipoxygenase (ALOX12): Round 2; Polyunsaturated fatty acid lipoxygenase ALOX12 (Homo sapiens), P18054; purified 12hLO, xylenol orange hydroperoxide absorbance; Potency, µM (doses to about 108 µM), for inactives: top-dose activity change, negative = inhibition, actives largely listed as inhibitors; 580,000 compounds, 1.1% hits; further: potency means the concentration at half of the fitted maximal effect; on the % scale 0 is the no-effect control and ±100 the full control effect
#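 Hydroperoxide product was detected by ferrous iron/xylenol orange as the 573 to 405 nm absorbance ratio. Arachidonic acid at 40 uM (final) was turned over for 30 min at room temperature by 150 nM human 12hLO, pH 7.0 Hepes buffer, after 15 min compound preincubation.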
# HP1b binding inh: HTS for Inhibitors of HP1-beta Chromodomain Interactions with Methylated Histone Tails; Chromobox protein homolog 1 (Homo sapiens), P83916; AlphaScreen HP1-beta / biotin-H3K9me3 peptide binding; Potency, µM (series often up to 114 µM), inactives show top-dose activity change, negative = inhibition, most hits filed as inhibitors; 390,000 compounds, 0.56% hits; AID 540317, 2011; further: potency means the concentration at half of the fitted maximal effect; nearly all actives have a fitted effect of over 70% in size; inactives centre near 23
#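 HP1-beta protein (50 nM final) preincubated 30 min at room temperature with biotinylated H3(1-18)K9me3 peptide (50 nM) in PBS pH 7.4, 0.01% Tween-20, then compound added for 30 min. AlphaScreen streptavidin donor/nickel chelate acceptor beads (10 ug/mL final), 30 min dark, luminescence read.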
# Numbers without * were called inactive; ? = inconclusive; . = no result given; & = joins results of further samples; [ ] = another dose, or the depositor's remark. Unless noted, the call rests on the fitted dose curve; in most records, active means well fitted curve in the direction sought with a large enough effect; inconclusive means small, poorly fitted or top-dose-only effect, or another doubt; inactive means no such curve, though single readings can be large; an effect the other way counts as inactive or inconclusive. An excerpt. The share of hits here may be higher or lower than overall.
SMILES,JMJD2A Tudor,RGS4 inhibitor,ERG Ets-DNA blk,BAZ2B block,G9a block,GLS inhibitor,PI4K2A block,ALOX12 inh,HP1b binding inh
COc1ccc(CCNC(=O)C/C(C)=N/NC(=O)COc2ccc(C)cc2Br)cc1OC,-13.0%,2.0%,4.2%,-27.0%,-3.9%,-1.7%,0.3,4.5%,21.3%
Cc1nc(SCC(=O)Nc2ccc3[nH]c(=O)[nH]c3c2)nc(C)c1C,?,-31.2%,2.9%,.,.,-2.7%,6.8,-3.4%,32.1%
Cc1ccc(NC(=O)COC(=O)CCc2c(C)nc3ncnn3c2C)cc1C,-20.7%,-6.7%,15.7%,.,.,-18.4%,6.8,9.6%,10.9%
CC12CCC(=O)N1c1c(sc3nc(N4CCOCC4)c4c(c13)CCCC4)C(=O)N2 (configuration not stated),7.6%,-0.4%,0.6%,13.8%,-27.8%[2.33 µM],-21.2%,4.0,-18.2%,39.5%[activator]
CCCOc1ccc(S(=O)(=O)N2C(=O)CC(=O)N(Cc3ccc(OCC)cc3)C2=O)cc1,-12.8%,6.6%,-3.3%,-24.2%,-17.6%,10.3%,58.9,-0.2%,4.7%
CC(C)c1ccccc1OCC(O)CN1CCN(S(=O)(=O)c2ccc([N+](=O)[O-])cc2)CC1 (configuration not stated),20µM*,-0.3%,2.5%,39.8µM*,35.5µM*,6.0%,6.3,?,?
Nc1ccc2nc(-c3cccc(-c4nc5ccc(N)cc5[nH]4)n3)[nH]c2c1,44.7µM*,?,3.5%,25.1µM*,11.2µM*,15.0%,-3.3,5.3%,?
COc1ccc(C2C(C(=O)Nc3ccccc3)=C(C)Nc3nc(-c4ccccc4)nn32)c(OC)c1 (configuration not stated),-28.7%,2.5%,-4.7%,-5.5%,0.3%[59 µM],-7.0%,2.5,0.0%,26.6%
Cc1ccc(S(=O)(=O)/C(=C\N(C)C)c2cnc(Cl)s2)cc1,-6.8%[57.1 µM],-45.4%,14.4%,1.1%,1.5%,-6.3%,-0.2,-7.7%,48.8%[activator]
Cc1c(CCCC(=O)O)sc(N)c1C(=O)c1cccc(C(F)(F)F)c1,-31.7%,?,.,.,.,-27.0%,-3.2,?,24.2%
COc1ccc(NS(=O)(=O)c2cc(C)ccc2OC)cc1OC,-6.6%,-15.6%,0.3%,2.5%,?,21.9%,4.6,0.0%,38.9%
O=C(NCCOC(=O)c1ccc(C(=O)OCCNC(=O)c2cccnc2)s1)c1cccnc1,-32.4%,32.3%,4.9%,-8.4%,27.2%[0.501 µM],-5.8%,-4.2,-7.7%,-1.5%
O=C(Nc1ccccc1)c1cc(S(=O)(=O)N2CCSCC2)ccc1Cl,1.4%,-5.2%,4.3%,10.1%,-8.6%[59 µM],1.4%,1.9,-4.1%,14.2%
O=C(NCCN1C(=O)S/C(=C\c2ccc(OC(F)F)cc2)C1=O)C1=COCCO1,-4.1%,-27.9%,8.4%,-26.8%,?,-3.8%,4.3,.,44.8%[activator]
COc1ccc(CCNC(C)=O)cc1,-6.4%,14.8%,-0.1%,?,25.7%,4.5%,-3.4,1.7%,23.8%
COc1ccc(C(=O)O/N=C(\C)c2nccs2)cc1,-5.1%,-42.3%,3.3%,10.0%,.,5.0%,?,-0.8%,24.3%
O=S(=O)(c1ccc(F)cc1)N1CCN(c2nc(-c3cccs3)nc3ccccc23)CC1,-23.1%&-7.1%,14.6%&7.5%,.,.,.,.,.,-7.4%,13.1%&15.7%
CC(C)Cn1c(-c2ccc(Cl)cc2)cnc1SCC(=O)N1CCOCC1,-14.5%,-7.0%,2.4%,-1.4%[57.1 µM],?,0.8%,5.5,2.7%,3.2%
Cc1ccc(OCC(=O)Nc2ccc3oc(=O)ccc3c2)cc1,-14.1%,18.4%,-1.1%,9.7%,-2.2%,1.8%,-2.6,-11.4%,29.7%
CCOc1ccc(C2=Nn3cnnc3SC2)cc1,-18.8%,34.5%,1.6%,?,?,-14.3%,4.0,-14.8%,35.7%
CC(=O)N1c2ccccc2NC2=C(C(=O)CCC2)C1c1cccnc1 (configuration not stated),-5.8%,14.2%,0.3%,7.6%,-12.6%[59 µM],4.4%,-0.9,0.0%,47.7%[activator]
NS(=O)(=O)c1ccc(CCNC(=O)CNS(=O)(=O)c2cccc(Br)c2)cc1,2.9%,-14.7%,5.8%,?,-2.6%[59 µM],-17.7%,2.5,-6.1%,43.8%[activator]
Cc1cccc(-n2c(=O)c3c(c4cc(C)ccc4n3C)n(CC(=O)NCC3CCCO3)c2=O)c1 (configuration not stated),8.3%,-1.8%,10.8%,-3.7%,-0.2%[59 µM],5.7%,4.2,-7.7%,25.2%
Cc1c(C(=O)OCC(=O)c2ccc3c(c2)OCCO3)oc2ccccc12,13.9%,-17.3%,14.0%,-3.1%,-20.7%[59 µM],-13.8%,-1.6,0.0%[57.4 µM],77.4%[activator]
Nc1c(C(=O)CSc2nnc(Nc3ccc(F)cc3)s2)c(=O)[nH]c(=O)n1C1CC1,-4.5%,6.4%,6.4%,-4.1%,?,-8.0%,0.5,177.1%[activator],30.2%
SMILES,JMJD2A Tudor,RGS4 inhibitor,ERG Ets-DNA blk,BAZ2B block,G9a block,GLS inhibitor,PI4K2A block,ALOX12 inh,HP1b binding inh
CON(C)S(=O)(=O)NC(=O)C1=C(N2CCCC2)COC1=O,-10.0%,4.0%,5.3%,12.4%,5.1%[0.501 µM],1.8%,-0.5,?,45.6%[activator]
O=C(ON=C1CCN(S(=O)(=O)c2ccccc2)CC1)c1ccccc1,-11.5%,-2.2%,-0.1%,-20.8%,62.5%[activator][59 µM],2.1%,-5.6,1.4%,15.1%
CNC(=O)c1ccccc1Sc1cccc2cccc(C(=O)O)c12,0.0%,-8.3%,0.5%,0.6%,27.8%,-6.8%,5.6,7.2%,33.9%
CCc1noc(C)c1C(=O)NC1CCCc2c1cnn2-c1cc(C)cc(C)c1 (configuration not stated),-19.3%,-12.3%,-9.1%,-12.4%[57.1 µM],-3.2%,0.6%,2.4,0.9%,39.5%[activator]
COc1ccc(OC)c(C(=O)CSc2nnc(Cc3cccs3)n2C)c1,-5.8%,-32.0%,-5.9%,7.6%,-15.7%[59 µM],-0.8%,2.9,0.0%,38.4%
COc1ccc(CCN2C(=O)CS/C2=N\NC(=O)c2ccc(C(C)(C)C)cc2)cc1OC,1.4%[57.1 µM],-1.0%,-4.4%,-2.8%,-11.9%[59 µM],15.6%,-1.2,-16.2%,41.5%[activator]
COc1ccc(N(CC(=O)O)S(=O)(=O)c2c(C)n[nH]c2C)cc1,-15.7%,22.7%,-9.1%,6.9%,10.1%[12.7 µM],2.0%,7.9,-3.5%,24.7%
c1ccc(CSc2ncnc3c2sc2nc(N4CCOCC4)c4c(c23)CCCC4)cc1,0.0%,16.9%,1.9%,-5.6%,12.8%[12.7 µM],0.6%,5.3,27.7%,25.8%
O=C(O)CCCN1C(=O)NC2NC(=O)NC21 (configuration not stated),-15.2%,-6.7%,-2.0%,?,5.5%[12.7 µM],-3.6%,-4.8,137.5%[activator],59.1%[activator]
O=C(CN(c1cccc([N+](=O)[O-])c1)S(=O)(=O)c1ccccc1)NCc1cccnc1,-11.4%,1.1%,-0.8%,2.2%,-5.2%,-2.0%,0.7,-2.8%,30.2%
CCOC(=O)c1ccccc1NC(=O)CSc1nc(=O)[nH]c2c1CCC2,-8.4%,-11.7%,-9.1%,-2.2%,3.4%[59 µM],-6.6%,-1.3,-18.5%,-5.8%
Cc1ccc(-c2nn(-c3cccc(F)c3)cc2CNCCc2ccncc2)o1,?,-17.5%,-6.8%,?,.,-18.3%,2.4,?,-4.6%[57 µM]
CN(Cc1ccccc1)C(=O)c1[nH]cnc1C(=O)N[C@@H](Cc1ccccc1)C(=O)OC(C)(C)C,-22.5%,-2.7%,8.6%,15.0%[57.1 µM],.,8.5%,-0.9,11.5%,26.1%
COc1ccc(CCNc2nc3c(-c4cccc(C)c4)nnn3c3ccccc23)cc1OC,-1.7%,37.8%,1.0%,-2.4%,1.0%[59 µM],3.4%,1.1,2.8%,22.4%
COc1cc(Br)c(C2C(C#N)=C(N)Oc3n[nH]c(-c4cccnc4)c32)cc1OC (configuration not stated),-17.3%,1.6%,2.5%,-22.9%,?,0.0%,-4.7,17.2%,4.3%
CCC(=O)Nc1cccc(-n2nnnc2SCC(=O)N2CCCCC2)c1,2.4%,-0.2%[11.4 µM],-4.6%,-10.2%,.,-1.5%,-5.4,1.9%,92.4%[activator]
O=C(NCc1cccnc1)c1ccc(S(=O)(=O)N2CCOCC2)cc1,-16.0%,9.2%,.,7.9%,0.4%,-1.8%,-1.2,-11.7%[57.4 µM],25.6%
